A549 viability: A549 cytotoxicity, counter-screen for Nrf2 inhibitors | A549 ARE-Fluc cells, CellTiter-Fluor viability, 18-24 h | Potency, µM (doses to about 46 µM), for the others: at the top dose activity change, negative = cytotoxicity, hits mostly inhibitors | 0.16% of 390,000 active; note: potency is the fitted concentration of half-maximal effect; % is set by controls: 0 for no effect and ±100 for the full control effect
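Cytotoxicity counterscreen: CellTiter-Fluor fluorescence was measured in A549 ARE_Fluc cells after 18-24 h of compound exposure in a concentration series. The subsequent BugLite luminescent read reports ARE-luciferase activity.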
Nrf2 activator: activates Nrf2 signaling. AREc32 ARE-luciferase reporter (MCF7-derived line), luminescence, 24 h. Potency, µM (series often up to 46.1 µM), for inactives: at the top dose activation, usual class: activators. 0.31% of 410,000 active. AID 624171; note: potency is the fitted concentration of half-maximal effect; % of control where 0% means no effect; nearly all actives have a fitted effect of over 65% in size
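Cells of the AREc32 ARE-luciferase line are plated in OPTI-MEM containing 5% FBS and left overnight at 37 deg C. Compounds are pinned in, incubation continues 24 hr, and firefly luciferase signal is then measured.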
Nrf2 block: Nrf2 pathway inhibition | A549 ARE-Fluc reporter, luciferase luminescence, 18-24 h | Potency, µM (top dose mostly 46 µM), for the others: at the top dose activity change, negative = inhibition, usual class: inhibitors | 2.1% of 360,000 active; note: potency is the fitted concentration of half-maximal effect; % is set by controls: 0 for no effect and ±100 for the full control effect; nearly all actives have a fitted effect of over 60% in size
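Quantitative HTS in A549 cells stably bearing an antioxidant response element-firefly luciferase construct. Inhibition of Nrf2-driven transcription was scored by luminescence after 18-24 h of compound exposure at 37 °C.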
TGFb inhibitor: blocks TGF-b signaling; Potency, µM (series often up to 46.1 µM), inactives show at the highest dose activity, negative = inhibition, usual class: inhibitors; AID 588855; HepG2 CAGA-GFP TGF-b/SMAD3 reporter, GFP fluorescence, 18 h; TGF-beta stimulated, 500 pg/mL final; 1.2% of 410,000 active; note: potency is the fitted concentration of half-maximal effect; % is set by controls: 0 for no effect and ±100 for the full control effect; nearly all actives have a fitted effect of over 65% in size
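Cell-based qHTS in HEPG2 carrying a CAGA-GFP Smad reporter; compounds added before 500 pg/mL final TGF-beta, 18 h incubation at 37 degrees C, GFP fluorescence quantified per cell by imaging cytometry.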
HepG2 tox: counter-screen for TGF-b inhibitors: cytotoxicity in HepG2 cells | Potency, µM (doses to about 46.1 µM), inactives show at the top dose activity change, negative = cytotoxicity, most hits filed as cytotoxic | HepG2 CAGA-GFP viability, ATP luminescence, 18 h | 0.76% of 410,000 active; note: potency is the fitted concentration of half-maximal effect; some results filed as inactive show a strong effect at the top dose
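HepG2 CAGA-GFP cells (1000/well, DMEM with 1% FBS) received compound, then TGF-beta at 500 pg/mL final, and were incubated 18 hours at 37 degrees C. Viability was read by CellTiter-Glo luminescence. Media-only wells were set as complete cell-killing and DMSO as no toxicity.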
MmCpn inh: inhibitors of Methanococcus maripaludis chaperonin (MmCpn) | purified Mm-Cpn ATPase, ADP Transcreener TR-FRET | Potency, µM (top dose mostly 76.9 µM), for inactives: at the top dose activity, negative = inhibition, actives largely listed as inhibitors | 0.031% of 330,000 active | AID 504842; note: potency is the fitted concentration of half-maximal effect; % is set by controls: 0 for no effect and ±100 for the full control effect; nearly all actives have a fitted effect of over 80% in size
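ATPase read-out: TR-FRET ADP immunoassay (anti-ADP Eu cryptate vs ADP-d2), ex 320 nm, em 590/665 nm; signal drops as ADP forms. Enzyme 25 nM, ATP 10 uM, 30 min at 37°C after 10 min compound preincubation.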
CCT chaperon mod: cytosolic chaperonin activity modulation | purified chaperonin ATPase assay, HTRF ADP detection, 30 min | activity change, % (concentration not given with the values), hits read low | 0.3% of 360,000 active; in the data active = activity change below about -30%; note: % is set by controls: 0 for no effect and ±100 for the full control effect
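First, chaperonin was dispensed at 40 nM or 20 nM final depending on batch activity. Next, compounds were pinned at 76 uM and ATP added at 10 uM. After 30 min at 37 °C, ADP detection reagents ran 30 min at ambient temperature.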
pAkt inh: Akt phosphorylation inhibition. Neuro2A IGF-stimulated pAkt S473 HTRF, 20 min; active compounds read low. activity change, % for hits at 50 µM. 0.32% of 360,000 active; in the data active = activity change below about -80%; inconclusive = mostly about -51% to -80%; note: % is set by controls: 0 for no effect and ±100 for the full control effect
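Neuro2A cells (4,500/well, DMEM with 0.5% FBS) were treated with compound at a single 50 µM final concentration, stimulated with 6 nM IGF for 20 min at 37 °C, and lysed. Phospho-Akt Ser473 was read by HTRF as 665/615 ratio ×10^4.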
Abeta yeast res: restores growth of yeast expressing A-beta42 peptide; yeast expressing A-beta42, growth rescue, OD600, 48 h; response scale: 0% DMSO, 100% iron-clioquinol control; Potency, µM (series often up to 46.1 µM), for the others: top-dose growth rescue, actives largely listed as activators; AID 1347071; 0.063% of 410,000 active; note: potency is the fitted concentration of half-maximal effect; nearly all actives have a fitted effect of over 55% in size
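Growth rescue measured by 600 nm absorbance after 48 h yeast culture at 30 C with compound. Values normalized between DMSO and an equimolar ferric chloride plus clioquinol control.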
Numbers without * were called inactive; i = inactive; ? = inconclusive; . = no result given; & = joins results of further samples; [ ] = remark or other dose. Unless noted, calls come from the whole dose curve; as a rule, active = well fitted curve in the direction sought with a large enough effect; inconclusive = small, poorly fitted or top-dose-only effect, or another doubt; inactive = no such curve, though single readings can be large; an effect the other way counts as inactive or inconclusive.

nr	canonical_smiles	A549 viability	Nrf2 activator	Nrf2 block	TGFb inhibitor	HepG2 tox	MmCpn inh	CCT chaperon mod	pAkt inh	Abeta yeast res
1	CCOc1ccc(NC(=O)CC2C(=O)N(c3ccc(OC)cc3)C(=S)N2Cc2ccccn2)cc1 (stereo not given)	1.7%	6.6%	-2.2%	-14.2%	-3.5%	2.9%	-1.8	i	-5.4%
2	C/C(=N\NC(=O)c1cccc([N+](=O)[O-])c1)c1ccncc1	-2.8%	3.1%	-3.9%	8.7%	1.6%	2.1%	0.1	i	-7.2%
3	Cc1cccc(-n2cnc(C(=O)N/N=C/c3ccccc3)c2)n1	-1.2%	-0.5%	.	15.9%	0.1%	-2.9%	-8.1	i	4.8%
4	COc1ccc([N+](=O)[O-])cc1NC(=O)C(C)OC(=O)CSC(C)C(=O)Nc1cc(C)on1 (stereo not given)	1.9%	-0.7%	-1.3%	-6.4%	-1.0%	1.9%	4.3	i	5.1%
5	C=CCNC(=O)CN(Cc1ccccc1)S(=O)(=O)c1ccc(C)cc1	14.4%	0.4%	-25.0%	-15.6%	-10.4%	-2.3%	0.3	i	32.8%
6	COc1cccc(CN2CC(C(=O)N3CCN(c4ccc(Cl)cc4)CC3)CCC2=O)c1 (stereo not given)	-15.6%	3.0%	-27.9%	-22.8%	10.9%	-1.9%	-2.4	i	-12.1%
7	Cc1cc(OC(C)C)c2c(-c3ccccc3)cc(=O)oc2c1	2.8%	-0.9%	.	1.5%	-2.0%	1.1%	-1.0	i	20.9%
8	Cc1nc(Cc2nnc(SCC(=O)N(C)c3ccccc3)o2)cs1	-4.0%	0.1%	-10.0%	1.5%	0.0%	1.5%	-6.2	i	14.3%
9	COc1ccc(CCNC2=NCCS2)cc1OC	3.5%	-0.6%	3.1%	-13.8%	7.1%	-8.8%	0.9	i	.
10	CCC(Sc1ncnc2c1nnn2-c1ccc(F)cc1)C(=O)OC (stereo not given)	-0.8%	5.0%	-6.7%	-27.2%	-18.7%	2.1%	-4.7	i	-10.5%
11	CCC(CC)c1nnc(NC(=O)CS(=O)(=O)Cc2ccccc2)s1	-0.9%	-0.5%	-17.3%	0.0%	1.4%	.	0.4	i	-1.2%
12	O=C(COc1ccc(Cl)cc1Cl)N(c1ccccn1)C1CCCCC1	-0.4%	0.3%	0.2%	-17.3%	-30.6%	2.2%	-1.7	i	11.7%
13	CC1CCc2c(sc(NC(=O)c3ccccc3C(=O)O)c2C#N)C1 (stereo not given)	-3.4%	-0.2%	-0.8%	-1.4%	5.5%	-2.8%	-2.8	i	-9.2%
14	CC(C)CC(NC(N)=O)C(=O)NCc1ccc(Cl)cc1 (stereo not given)	1.5%	0.1%	-8.3%	-0.1%	-3.7%	-1.5%	-0.9	i	0.6%
15	Cc1cc(OC(C)C(=O)NCC2CCC(C(=O)O)CC2)c2c(C)cc(=O)oc2c1 (stereo not given)	8.8%	-0.4%	5.7%	-2.9%	2.3%	-0.3%	-1.9	i	-3.1%
16	COc1ccc(/C=N/NC(=O)c2[nH]nc3c2CCc2ccccc2-3)cc1OC	-14.6%	2.6%	0.3%	-30.8%	-25.6%	1.3%	-2.1	i	?
17	COc1ccc(NS(=O)(=O)c2cccc(NC(=O)CCS(=O)(=O)c3ccccc3)c2)cc1	-7.0%	4.0%	?	?	-13.0%	0.1%	-1.6	i	-7.2%
18	O=C(Nc1ccccc1)N1CCNCC1	6.9%	-0.6%	-1.7%	0.9%	-1.6%	-0.7%	-1.4	i	-4.0%
19	CC(C)[C@H](NC(=O)C1CCN(S(=O)(=O)c2ccccc2)CC1)C(=O)NCc1ccco1	-2.0%	0.4%	14.2%	-1.8%	-7.2%	-0.6%	-0.6	i	-1.5%
20	Cc1cc(NC(=O)c2cc(-c3ccc(O)cc3)on2)no1	-0.1%	8.6%	2.5%	25.7%	-13.6%	-1.3%	0.6	i	.
21	Cc1ccc(CN2CC(C(=O)N3CCN(S(=O)(=O)c4cc(C)ccc4C)CC3)CC2=O)cc1 (stereo not given)	-5.8%	0.1%	?	-28.0%	-10.5%	-0.8%	-0.8	i	14.6%
22	CCN(CC)c1nc(C#N)nc(N(CC)CC)n1	-3.7%&1.3%	-0.2%	-3.1%&-3.0%	-0.4%&-21.5%	1.5%&-19.0%	-4.2%	2.7	i	-2.7%
23	O=C1c2ccccc2C(Nc2cccc(C(F)(F)F)c2)N1Cc1ccco1 (stereo not given)	-17.7%	3.9%	?	-14.5%	-6.8%	-2.6%	-1.1	i	-8.2%
24	O=C(O)c1ccccc1Cc1ccc(F)c2ccccc12	.	-0.3%	.	-3.2%	-0.5%	.	-0.7	i	-32.5%[inhibitor]
25	O=S(=O)(c1ccc(NC(=S)N/N=C/c2c3ccccc3cc3ccccc23)cc1)N1CCOCC1	-6.7%	4.8%	9.2µM*	?	-23.9%	-2.1%	-3.3	i	-0.2%
26	O=C1CCCc2c1cc(C(=O)Nc1ccc(Cl)cn1)c(=O)n2-c1ccccc1	-7.5%	-0.2%	-4.4%	-0.1%	-16.3%	-2.0%	-2.8	i	8.2%
27	COCCCN1C(=O)C(=O)/C(=C(/O)c2ccc(S(=O)(=O)N3CCOCC3)cc2)C1c1ccc(C)cc1 (stereo not given)	-4.0%	-0.4%	6.8%	-6.0%	-2.2%	-1.7%	-16.8	i	-3.4%
28	COc1ccc(CCNC(=O)C2c3ccccc3C(=O)N2CCC(C)C)cc1OC (stereo not given)	-7.5%	-0.1%	-2.1%	-0.1%	-7.5%	2.8%	-3.8	i	7.4%
29	CCOc1cc(NC(=S)NCCCN2CCOCC2)c(OCC)cc1NC(=O)c1cccc(F)c1	-2.3%	-0.6%	-1.4%	0.0%	2.6%	-1.4%	-1.8	i	-13.0%
30	Cc1ccc(S(=O)(=O)N2CCOCC2)cc1C(=O)N(C)CCOc1ccc(Cl)cc1	-13.4%	-0.2%	?	-30.3%	-60.8%	1.6%	-0.6	i	-1.3%
31	O=C1/C(=C\c2ccc([N+](=O)[O-])cc2)CS(=O)(=O)C/C1=C/c1ccc([N+](=O)[O-])cc1	?	?	?	6.31µM*	14.1µM*	.	-1.1	i	-45.0%[inhibitor]
32	c1ccc(-c2nnc(N3CCOCC3)nc2-c2ccccc2)cc1	-0.4%	-0.6%	?	-32.0%	-20.4%	1.4%	1.0	i	3.1%

Shown with values under each structure: entries from further up.
Every second line gives: A549 viability, Nrf2 activator, Nrf2 block, TGFb inhibitor, HepG2 tox, MmCpn inh, CCT chaperon mod, pAkt inh, Abeta yeast res
29) CCOc1cc(NC(=S)NCCCN2CCOCC2)c(OCC)cc1NC(=O)c1cccc(F)c1
→ -2.3%, -0.6%, -1.4%, 0.0%, 2.6%, -1.4%, -1.8, i, -13.0%
28) COc1ccc(CCNC(=O)C2c3ccccc3C(=O)N2CCC(C)C)cc1OC (stereo not given)
→ -7.5%, -0.1%, -2.1%, -0.1%, -7.5%, 2.8%, -3.8, i, 7.4%

Going on with the list.
nr	canonical_smiles	A549 viability	Nrf2 activator	Nrf2 block	TGFb inhibitor	HepG2 tox	MmCpn inh	CCT chaperon mod	pAkt inh	Abeta yeast res
33	OCc1cc(CO)c(O)c(CCc2ccccc2)n1	-4.7%	-0.2%	5.9%	8.3%	-0.1%	-0.6%	0.5	i	-4.6%
34	O=[N+]([O-])CC(c1ccccc1)P(=O)(c1ccccc1)c1ccccc1 (stereo not given)	-13.6%	-0.9%	3.2%	7.0%	0.0%	1.8%	-4.3	i	20.9%
35	O=[N+]([O-])c1cccc(S(=O)(=O)N2CCN(c3nc(-c4ccccc4)nc4ccccc34)CC2)c1	1.0%	.	-3.7%	0.9%	3.3%	.	.	.	.
36	COCCn1c(C)cc(C(=O)COC(=O)CCN2C(=O)c3ccccc3C2=O)c1C	-11.5%	-0.5%	2.4%	-0.7%	-5.2%	-1.2%	-5.9	i	0.0%
37	O=C(COC(=O)c1ccc(Cl)c([N+](=O)[O-])c1)NC1CCCC1	2.9%	2.6%	-2.1%	-8.1%	-28.6%	2.1%	1.1	i	-4.9%
38	CCOC(=O)c1cccc(NC(=O)CCn2nc(C)c(S(=O)(=O)N3CCCCC3)c2C)c1	-0.6%&2.8%	3.3%&1.0%	-8.0%	?	2.0%&-31.1%	1.0%	-1.8	i	-2.6%&-15.3%
39	O=C(c1cccc(S(=O)(=O)NCc2ccc3c(c2)OCO3)c1)N1CCCC1	-0.3%	3.4%	2.0%	0.7%	-11.6%	-0.1%	-1.4	i	-17.5%
40	CCCCn1c(=O)[nH]c2nc3cc(N)ccc3nc2c1=O	-0.6%	-0.2%	4.3%	145.5%[activator]	-9.9%	-10.6%	-0.8	i	9.4%
41	Cc1ccc(NC(=S)N2CCOCC2)cc1	0.0%	0.3%	5.0%	5.9%	2.0%	-0.6%	-1.1	i	2.2%
42	O=C1c2ccccc2C(=O)N1Nc1ccc([N+](=O)[O-])cc1[N+](=O)[O-]	0.4%	-0.6%	0.3%	2.6%	19.2%	-1.4%	-0.2	i	-3.4%
43	CCOC(=O)c1sc2nc3n(c(=O)c2c1C)CCCCC3	3.7%	0.6%	16.9%	-1.3%	-18.8%	0.3%	-2.4	i	-3.1%
44	CC(C)C(=O)Nc1cccc(C(=O)Nc2ccccc2C(=O)O)c1	-7.8%	0.4%	?	-5.4%	-44.6%	0.8%	-0.1	-113.6%*	?
45	Cc1cc(OCCCN2CCC(C(O)(c3ccccc3)c3ccccc3)CC2)ccc1Br	.	-3.3%	.	.	.	.	-1.1	i	2.4%
46	COc1ccc(-c2cc(=O)oc3cc(OCC(=O)N4CCOCC4)ccc23)cc1	-0.8%	-0.7%	-22.6%	19.1%	-12.3%	-17.0%	1.6	i	-6.0%
47	Cc1cc(OCC(=O)N2CCN(c3cccc(Cl)c3)CC2)c2c(C)c(C)c(=O)oc2c1	0.9%	0.3%	12.6%	-26.3%	-0.8%	-2.6%	-4.3	i	13.0%

Screens as filed in PubChem.
